CR mimetic SO: yeast age-related superoxide inhibition as caloric restriction mimetic; actives 0.18% (n = 330,000); S. cerevisiae aged cells, superoxide DHE fluorescence; hits give low values; superoxide response (% of plate mean), % at 10 µM;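 active = superoxide response under a set limit, about three screen SD below normal, cut at about 65% in these data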;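 also: yeast aged for seven days with compound at 30 °C before DHE staining; 100% = average MFI of all compound-treated wells on the plate with controls excluded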
VLA-4 inh: inhibition in a human VLA-4 binding assay; actives 0.2% (n = 330,000); VLA-4 expressing cells, ligand binding flow cytometry; inhibition, % (about 7 µM as worked out from the volumes in the protocol); P13612; AID 2557; in the data active = inhibition above about 50%
RPL19A TOR yeast: yeast TOR pathway RPL19A-GFP modulation; S. cerevisiae RPL19A-GFP strain, flow cytometry, 3 h; hits give low values; percent response vs DMSO, % at 10 µM; actives 0.3% (n = 330,000); AID 2025;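 active = percent response vs DMSO below 50%; inconclusive = fewer than 70 events counted for the yeast strain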;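 also: median channel GFP fluorescence of the barcoded RPL19A-GFP strain; ratio of sample median GFP to plate DMSO average so 100% = DMSO; lower means less RPL19A-GFP as with rapamycin TOR inhibition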
CIT2 TOR yeast: alters CIT2-GFP fluorescence in TOR pathway yeast screen; S. cerevisiae CIT2-GFP strain, flow cytometry, 3 h; 100 means same as DMSO wells; GFP response vs DMSO, % at 10 µM; actives 0.065% (n = 320,000); AID 2029;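 active = GFP response relative to DMSO above a set limit, near the screen mean plus 3 SD, cut at about 150% in these data; inconclusive = Fewer than 70 cells measured for a yeast strain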;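 also: ratio of well median GFP fluorescence to mean of DMSO wells on the plate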
LAP4 TOR yeast: yeast TOR pathway LAP4-GFP modulation. S. cerevisiae LAP4-GFP multiplex, flow cytometry GFP, 3 h; median GFP as percent of DMSO wells. GFP response vs DMSO, % at 10 µM. actives 0.34% (n = 320,000);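 active = GFP response vs DMSO above a set limit, about the screen mean plus 3 SD, cut at about 150% in these data; inconclusive = under 70 cell events counted for the yeast strain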
GRK2 inh: inhibitors of human GRK2 displacing RNA aptamer; P25098; bead flow cytometry, FAM-aptamer displacement from GRK2; inhibition of aptamer binding, % at 10 µM; actives 0.59% (n = 330,000); AID 488847;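 active = inhibition of aptamer binding above 40%, roughly 3 SD of noise, on plates passing a quality check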;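 also: median bead fluorescence of bound FAM aptamer so fluorescent compounds give negative values; no value below 0 was filed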
Target sequence (P25098 whole entry, looked up): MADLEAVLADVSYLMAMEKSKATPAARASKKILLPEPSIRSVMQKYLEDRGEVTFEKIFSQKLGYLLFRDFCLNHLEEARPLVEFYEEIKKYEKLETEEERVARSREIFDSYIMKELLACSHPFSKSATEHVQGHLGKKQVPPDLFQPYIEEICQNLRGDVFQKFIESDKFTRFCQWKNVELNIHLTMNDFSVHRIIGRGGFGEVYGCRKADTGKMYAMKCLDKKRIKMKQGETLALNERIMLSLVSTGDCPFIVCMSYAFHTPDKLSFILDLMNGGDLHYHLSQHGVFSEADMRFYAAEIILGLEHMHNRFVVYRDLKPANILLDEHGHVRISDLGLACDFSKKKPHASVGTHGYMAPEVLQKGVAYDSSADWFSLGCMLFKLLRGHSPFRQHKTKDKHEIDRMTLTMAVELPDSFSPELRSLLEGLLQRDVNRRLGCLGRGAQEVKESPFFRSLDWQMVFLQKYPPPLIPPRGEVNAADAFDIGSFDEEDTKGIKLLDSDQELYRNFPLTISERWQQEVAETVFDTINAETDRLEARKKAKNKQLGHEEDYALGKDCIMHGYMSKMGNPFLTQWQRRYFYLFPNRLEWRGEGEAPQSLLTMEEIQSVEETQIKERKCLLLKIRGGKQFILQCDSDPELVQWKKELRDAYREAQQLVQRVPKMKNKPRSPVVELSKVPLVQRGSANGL
AGP1-GFP MLPCN: yeast TOR pathway AGP1-GFP modulation; S. cerevisiae AGP1-GFP multiplex flow cytometry, 3 h; GFP as percent of DMSO wells; GFP response vs DMSO, % at 10 µM; actives 0.02% (n = 320,000); AID 2066;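 active = GFP response relative to DMSO above a set limit, near screen average plus 3 SD, cut at about 150% in these data; inconclusive = fewer than 70 cells counted for the yeast strain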;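 also: median GFP channel fluorescence of the gated AGP1 strain per well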
MEP2 TOR yeast: modulators of TOR pathway MEP2-GFP in S. cerevisiae | GFP response vs DMSO, % at 10 µM | actives 0.51% (n = 330,000) | S. cerevisiae MEP2-GFP strain, flow cytometry GFP, 3 h; 100% = DMSO control level;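 active = GFP response versus DMSO above a set limit, roughly screen mean plus 3 SD, cut at about 180% in these data; inconclusive = fewer than 70 cells counted for a yeast strain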;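 also: median GFP fluorescence of the barcode-gated MEP2-GFP cells per well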
Numbers without * were called inactive; ? = inconclusive; nt = no result given; [ ] = remark or other dose. An excerpt; the hit share may differ from the screen's.

SMILES | CR mimetic SO | VLA-4 inh | RPL19A TOR yeast | CIT2 TOR yeast | LAP4 TOR yeast | GRK2 inh | AGP1-GFP MLPCN | MEP2 TOR yeast
O=c1c2ccccc2nc(-c2ccc(Cl)cc2Cl)n1-c1nccs1 | 98 | 5 | 101 | 86 | 102 | 0 | 100 | 101
CN1CCN(C(=S)SCC(=O)Nc2ccc(Cl)cc2C(=O)c2ccccc2)CC1 | 63* | 0 | 105 | 101 | 103 | 4 | 113 | 107
O=c1[nH]c(=O)n(Cc2ccco2)c(O)c1C=NCCN1CCNCC1 | 105 | -2 | 101 | 104 | 109 | 0 | 108 | 101
COCCO[C@H]1CC[C@@]2(C)C(=CCC3C2CC[C@@]2(C)C3CC[C@]2(C)O)C1 (stereo not given in full) | 93 | 11 | 96 | 82 | 92 | 4 | 90 | 89
CC1CN(O)C2CCc3nonc3C12O (stereo not given) | 104 | -9 | 94 | 100 | 99 | 0 | 98 | 96
CC1N=C(c2ccccc2)c2cc(Br)ccc2NC1=O (stereo not given) | 113 | 24 | 106 | 112 | 89 | 2 | 96 | 100
CCC(=NCc1ccco1)c1c(O)n(-c2ccc(C)cc2)c(=O)[nH]c1=O | 86 | 1 | 107 | 103 | 107 | 0 | 106 | 101
Cc1nc2ccc(Cl)cc2c(=O)n1-c1ccccc1Cl | 106 | 3 | 101 | 99 | 84 | 3 | 92 | 100
CC(C)Cc1nc(N2CCNCC2)c(C#N)c2c1CCC2 | 97 | 0 | 100 | 103 | 104 | 0 | 102 | 101
Cc1ccc2c(c1)C(c1ccccc1)NCC(=O)N2 (stereo not given) | 91 | 6 | 86 | 89 | 84 | 7 | 85 | 87
C[n+]1ccc(-c2ccccc2)c2ccccc21 | 102 | 15 | 98 | 68 | 103 | 0 | 83 | 92
CCOC(=O)c1c(C)n(COCCO)c2ccc(O)cc12 | 96 | 17 | 98 | 98 | 97 | 2 | 97 | 98
COC(=O)C1=C(c2ccccc2)C[C@@H]2CC[C@H]1N2C(=O)NCc1ccco1 | 95 | -5 | 101 | 103 | 92 | 1 | 108 | 106
CCCN1CCC[C@@H]2Cc3[nH]ncc3C[C@H]21 | 104 | -5 | 106 | 109 | 114 | 0 | 100 | 94
O=C(c1cc(C(=O)NCc2ccccc2)c(=O)n(Cc2ccccc2)c1)c1cc(Br)ccc1O | 86 | 4 | 98 | 97 | 92 | 1 | 100 | 98
COC(=O)C1=C(c2ccc(OC(F)(F)F)cc2)C[C@@H]2CC[C@H]1N2C(=O)NC(C)C | 107 | 0 | 99 | 99 | 102 | 1 | 103 | 96
C[C@]12CC[C@H](O)CC1C(=O)CC1C2CC[C@@]2(C)C1CC[C@@H]2O (stereo not given in full) | 79 | -1 | 98 | 90 | 93 | 0 | 93 | 89
COc1ccc(C(=O)C23CN4CN(CN(C4)C2)C3)cc1 | 86 | 7 | 97 | 97 | 99 | 43* | 96 | 103
CN(C)S(=O)(=O)c1cc(NC(=O)C[N+]23CCN(CC2)CC3)ccc1Cl | 106 | 8 | 106 | 101 | 94 | 0 | 101 | 102
C=CCn1c(O)c(C(CC)=Nc2ccc(N(C)C)cc2)c(=O)[nH]c1=O | 87 | -2 | 99 | nt | nt | 0 | nt | 100
Cn1c(=O)c2c(nc(N/N=C/c3c(O)n(-c4ccccc4)c(=S)[nH]c3=O)n2C)n(C)c1=O | 93 | 7 | 107 | 114 | 102 | 4 | 112 | 107
CC(=O)c1cn(Cc2ccc(C#N)cc2)c2ccccc12 | 96 | 10 | 101 | 101 | 91 | 0 | 98 | 96
Cc1cc(C(=O)N2CCC3(CC2)OCCO3)no1 | 78 | -15 | 106 | 97 | 96 | 1 | 100 | 110
COC(=O)CC1=C(C(=O)OC)C2(C(=O)N(C)c3ccccc32)C(C#N)=C(N)O1 (stereo not given) | 99 | 6 | 95 | 92 | 95 | 1 | 97 | 96
C/C(=N\NC(=O)c1ccncc1)c1c(O)n(-c2ccccc2)c(=O)[nH]c1=O | 103 | 10 | 105 | 103 | 117 | 2 | 123 | 100
C[C@]12CCC3[C@@H](CCC4=CC(=O)CC[C@@]43CO)C1CCC2=O (stereo not given in full) | 95 | 7 | 95 | 95 | ? | 0 | 84 | 85
CC1=C(C(=O)O)N2C(=O)C(NC(=O)CCCC(=O)O)C2SC1 (stereo not given) | 95 | 1 | 100 | 108 | 104 | 2 | 104 | 100
COC(=O)C1=C(c2ccc(OC(F)(F)F)cc2)C[C@@H]2CC[C@H]1N2C(=O)NCCCOC(C)C | 103 | -27 | 108 | 111 | 111 | 0 | 110 | 97
COc1ccccc1-n1c(O)c(C=NCc2ccc3c(c2)OCO3)c(=O)[nH]c1=O | 107 | 4 | 96 | 87 | 94 | 1 | 97 | 102
CN1CCN(CCC(C#N)(c2ccccc2)c2ccccc2)CC1 | 101 | 2 | 95 | 94 | nt | 0 | 92 | 98
CN(C)CC1CSCCC1(O)c1ccc(C(F)(F)F)cc1 (stereo not given) | 82 | 23 | 106 | 94 | 95 | 0 | 101 | 101
Cc1cc(C)cc(OCCOc2cccc(C=C3C(=O)NC(=O)NC3=O)c2)c1 | 102 | 18 | 97 | 97 | 101 | 1 | 87 | 111
C=CCn1c(O)c(C=NCCN(C)C)c(=O)[nH]c1=O | 89 | -5 | 99 | 112 | 94 | 1 | 92 | 109
CC1=Nc2ccccc2/C1=C/c1c(O)n(C)c(=O)[nH]c1=O | 87 | -6 | 106 | 100 | 100 | 1 | 101 | 113
COc1cccc(NP(=O)(Oc2ccccc2)Oc2ccccc2)c1 | 99 | 8 | 89 | 100 | 96 | 2 | 96 | 82
O=c1[nH]c(=S)[nH]c(O)c1CN1CCCCC1 | 86 | 4 | 100 | 103 | 95 | 1 | 102 | 103
c1ccc(C2CC3CC4(CCCC4)N2O3)cc1 (stereo not given) | 95 | 3 | 91 | 90 | 92 | 3 | 93 | 94
Oc1ccc(Cl)cc1CN1CCN(Cc2ccccc2)CC1 | 105 | 9 | 102 | 104 | 98 | 0 | 108 | 101
CC(C)CCn1c(=O)c(C(=O)Nc2ccccc2S(N)(=O)=O)c(O)c2ccccc21 | 93 | 10 | 87 | 106 | 105 | 0 | 22 | 115
CCOc1ccc(CNCCc2ccc3c(c2)OCO3)cc1 | 111 | 14 | 95 | 106 | 86 | 0 | 96 | 92

2 of the compounds above, with values under each structure:
Sequence of screens – CR mimetic SO	VLA-4 inh	RPL19A TOR yeast	CIT2 TOR yeast	LAP4 TOR yeast	GRK2 inh	AGP1-GFP MLPCN	MEP2 TOR yeast
C[n+]1ccc(-c2ccccc2)c2ccccc21
→ 102	15	98	68	103	0	83	92
CCOC(=O)c1c(C)n(COCCO)c2ccc(O)cc12
→ 96	17	98	98	97	2	97	98

(listing goes on)
SMILES | CR mimetic SO | VLA-4 inh | RPL19A TOR yeast | CIT2 TOR yeast | LAP4 TOR yeast | GRK2 inh | AGP1-GFP MLPCN | MEP2 TOR yeast
CCC(C)N1C(=O)NC(=O)C2(Cc3cc(C)ccc3N(C)C2)C1=O (stereo not given) | 89 | -9 | 99 | 101 | 96 | 1 | 106 | 100
Cc1ccccc1N1CCN(Cc2ccc3c(c2)OCO3)CC1 | 105 | 1 | 99 | 106 | 93 | 0 | 104 | 108
O=C(CN1CCN(Cc2cccc(Cl)c2)C1=O)N1CCC2(CC1)OCCO2 | 87 | 12 | 97 | 95 | 91 | 0 | 97 | 102
Fc1ccc(CNCCc2ccc3c(c2)OCO3)cc1 | 93 | 10 | 103 | 101 | 94 | 0 | 98 | 114
COCCNC(=O)Cn1cc(C=C2C(=O)NC(=O)NC2=O)c2ccccc21 | 100 | 24 | 104 | 105 | 107 | 0 | 103 | 103
O=[N+]([O-])c1ccccc1-c1cc(-c2ccccc2)cc(-c2ccccc2)[n+]1Cc1ccccc1Cl | 100 | 17 | 104 | 96 | 114 | 1 | 87 | 95
COC(=O)C1=C(c2cc3ccccc3o2)C[C@@H]2CC[C@H]1N2C(=O)N1CCCC1 | 101 | 10 | 100 | 91 | 96 | 0 | 101 | 104
COc1ccc(C(c2ccc(OC)cc2)C(Cl)(Cl)Cl)cc1 | 100 | 13 | 99 | 98 | 110 | 0 | 105 | 97
CC1CN=C(NCc2ccccc2Cl)S1 (stereo not given) | 97 | 23 | 94 | 97 | 79 | 1 | 85 | 91
CC(C)CNC(=O)/C=C/C=C/CCCCCC/C=C/c1ccc2c(c1)OCO2 | 119 | 9 | 96 | 94 | 91 | 0 | 102 | 94
Cc1ncc([N+](=O)[O-])n1CCOC(N)=O | 110 | 4 | 107 | 102 | 94 | 2 | 104 | 106
CC[N+](CC)(CC)CCCOC(=O)C(O)(c1ccccc1)C1CCCCC1 (stereo not given) | 110 | 8 | 102 | 104 | 100 | 0 | 109 | 103
CCCC[N+]12CCC(CC1)C(=C(c1ccccc1)c1ccccc1)C2 | 112 | -13 | 93 | 99 | 100 | 0 | 92 | 94
CC1(C)C2([N+](=O)[O-])CN3CC1([N+](=O)[O-])CN(C2)C3c1ccccn1 (stereo not given) | 110 | 13 | 97 | 97 | 108 | 0 | 100 | 98
CCOC(=O)c1c(C)[nH]c(C(=O)C(Cc2ccccc2)N(C)C)c1C (stereo not given) | 78 | -5 | 100 | 106 | 98 | 0 | 99 | 105
O=C1C2CCCN2C(c2cccs2)N1c1ccccn1 (stereo not given) | 90 | 2 | 96 | 93 | 96 | 2 | 96 | 99
CN1CC[C@@]2(C)c3cc(O)ccc3N(C)C2O1 (stereo not given in full) | 92 | 22 | 100 | 103 | 110 | 1 | 97 | 94
CN1C(=O)C(=Cc2ccc(SC3CCCCC3)o2)C(=O)N(C)C1=O | 94 | 4 | 95 | 83 | 151* | 8 | 92 | 92
CC1=NCCc2c1[nH]c1cc(O)ccc21 | 96 | -14 | 50[may fluoresce violet] | ? | 91[may fluoresce violet] | 1 | 62[may fluoresce violet] | 197*[may fluoresce violet]
O=P(OCC(F)(F)C(F)F)(N1CCOCC1)N1CCOCC1 | 85 | 16 | 100 | 95 | 96 | 0 | 101 | 94
O=C(CSC1c2ccccc2-c2ccccc21)N/N=C/c1ccc(C(=O)O)cc1 | 86 | -2 | 97 | 101 | 97 | 0 | 98 | 104
O=C(c1cc2cc(F)ccc2[nH]1)N1CCC2(CC1)OCCO2 | 118 | 1 | 94 | 90 | 100 | 2 | 95 | 97
Brc1ccccc1CNCCc1ccc2c(c1)OCO2 | 101 | 1 | 105 | 102 | 90 | 0 | 97 | 107
CC(=O)c1c(C)n(Cc2ccccc2Cl)c2ccc(O)cc12 | 90 | -2 | 100 | 107 | 93 | 1 | 102 | 96
O=c1c2ccccc2nc(/C=C\c2ccccc2[N+](=O)[O-])n1-c1ccccc1O | 102 | -1 | 101 | 96 | 105 | 45* | 103 | 102
O=C(COc1ccccc1)N1CCN(CCN2C(=O)c3cccc4cccc(c34)C2=O)CC1 | 111 | -13 | 98 | 100 | 89 | 3 | 100 | 89

Pulled by structure from the entries so far (5):
SMILES | CR mimetic SO | VLA-4 inh | RPL19A TOR yeast | CIT2 TOR yeast | LAP4 TOR yeast | GRK2 inh | AGP1-GFP MLPCN | MEP2 TOR yeast
O=C(COc1ccccc1)N1CCN(CCN2C(=O)c3cccc4cccc(c34)C2=O)CC1 | 111 | -13 | 98 | 100 | 89 | 3 | 100 | 89
COCCO[C@H]1CC[C@@]2(C)C(=CCC3C2CC[C@@]2(C)C3CC[C@]2(C)O)C1 (stereo not given in full) | 93 | 11 | 96 | 82 | 92 | 4 | 90 | 89
Cc1cc(C)cc(OCCOc2cccc(C=C3C(=O)NC(=O)NC3=O)c2)c1 | 102 | 18 | 97 | 97 | 101 | 1 | 87 | 111
CC(C)Cc1nc(N2CCNCC2)c(C#N)c2c1CCC2 | 97 | 0 | 100 | 103 | 104 | 0 | 102 | 101
O=[N+]([O-])c1ccccc1-c1cc(-c2ccccc2)cc(-c2ccccc2)[n+]1Cc1ccccc1Cl | 100 | 17 | 104 | 96 | 114 | 1 | 87 | 95
